Compound activity: PubChem BioAssay, National Center for Advancing Translational Sciences (NCATS)
HT1080-NT tox: kills 2HG-producing HT-1080-NT fibrosarcoma cells; 1.6% of 360,000 active; HT-1080-NT fibrosarcoma viability, CellTiter-Glo ATP luminescence, 48 h; AID 686970; Potency, µM (doses to about 46.1 µM), inactives show top-dose activity, negative = less viability, most hits filed as cytotoxic;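 further: NT is the 2HG producing partner of a matched IDH1 knockdown line; 0% = DMSO-treated cells and -100% = media-only wells without cells; nearly all actives have a fitted effect of over 55% in size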
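A 48-hour cytotoxicity screen used HT-1080-NT cells plated 2 hours before compound delivery. ATP-based CellTiter-Glo luminescence measured viability, normalized to DMSO and no-cell controls.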
GLP-1R agonist: GLP-1 receptor (human) agonism; P43220; HEK293 GLP-1R CRE-luciferase, luminescence, 4-6 h; cells express a hypersensitive GLP-1R form; Potency, µM (titrated, usually from 45.6 µM), inactives show top-dose activation, hits mostly activators; 0.007% of 380,000 active; AID 624172; further: % of control where 0% means no effect
Target sequence (P43220 whole entry, looked up): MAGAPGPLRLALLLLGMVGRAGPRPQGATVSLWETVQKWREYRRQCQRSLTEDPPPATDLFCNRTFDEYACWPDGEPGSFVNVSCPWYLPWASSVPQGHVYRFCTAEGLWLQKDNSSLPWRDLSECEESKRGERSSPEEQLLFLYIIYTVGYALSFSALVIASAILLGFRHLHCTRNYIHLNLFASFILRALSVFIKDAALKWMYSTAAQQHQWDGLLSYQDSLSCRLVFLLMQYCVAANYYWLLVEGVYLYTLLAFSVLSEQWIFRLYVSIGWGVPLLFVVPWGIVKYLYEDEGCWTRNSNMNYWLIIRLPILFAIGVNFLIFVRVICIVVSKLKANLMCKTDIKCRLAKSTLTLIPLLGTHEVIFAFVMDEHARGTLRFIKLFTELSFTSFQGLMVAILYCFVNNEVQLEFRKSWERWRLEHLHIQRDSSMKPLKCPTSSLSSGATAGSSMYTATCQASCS
GLP1R cytotox: cytotoxicity in counter-screen for GLP-1R inverse agonists; HEK293 cAMP-luciferase reporter cells, luminescence, 24 h; Potency, µM (titrated, usually from 38.3 µM), inactives show at the highest dose activity change, negative = inhibition, most hits filed as inhibitors; 0.13% of 410,000 active; AID 624418;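 further: loss of luciferase light is scored as toxicity; on the % scale 0 is the no-effect control and ±100 the full control effect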
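Step one: seed cells (200 cells/uL, DMEM with 10% Nu serum, 1% pen-strep). Step two: 12-hour incubation at 37 deg C. Step three: pin 23 nL compound, incubate 24 hr. Step four: add luciferase reagent, read luminescence 12 min later.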
HT1080 IDH1KD tx: toxicity to HT-1080 IDH1 knockdown cells (counter line); AID 686971; 2% of 360,000 active; HT-1080 IDH1 knockdown viability, ATP luminescence, 48 h; Potency, µM (titrated, usually from 46.1 µM), for inactives: at the top dose activity, negative = toxicity, most hits filed as cytotoxic;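 further: 0% = DMSO wells and -100% = cell-free medium wells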
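% activity derives from luminescence (CellTiter-Glo), normalised to DMSO and no-cell wells. HT-1080-IDH1KD cells, 750/well, had 48 h compound exposure at 37 °C.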
KB-V1 MDR tox: KB-V1 MDR subline cytotoxicity. KB-V1 MDR cells viability, CellTiter-Glo, 72 h. Potency, µM (doses to about 46.1 µM), without a hit: at the highest dose activity change, negative = cytotoxicity, hits mostly cytotoxic. 3.4% of 400,000 active. AID 1347076; further: on the % scale 0 is the no-effect control and ±100 the full control effect; nearly all actives have a fitted effect of over 60% in size
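Cells of the MDR subline KB-V1 are plated, dosed with compound at multiple concentrations, and incubated 72 h at 37 degrees C; CellTiter-Glo is then added and luminescence read after 10 min.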
SW480 rereplic: induces DNA re-replication in SW480 colon adenocarcinoma cells; 1.8% of 340,000 active; Potency, µM (titrated, usually from 46.1 µM), without a hit: at the top dose re-replication activation, usual class: activators; AID 624297; SW480 DNA re-replication, Hoechst DNA content imaging, 48 h; further: % of control where 0% means no effect; nearly all actives have a fitted effect of over 55% in size
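Hoechst fluorescence of nuclei (405 nm excitation, 500-530 nm emission) measured by plate-scanning imager after 48 hr compound exposure at 37 C; re-replication scored as increased number of nuclei with elevated intensity.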
GLP-1R inv ag: GLP-1 receptor (human) inverse agonism; P43220; HEK293 GLP-1R CRE-luciferase, luminescence, 24 h; GLP-1R form is constitutively active; Potency, µM (top dose mostly 38.3 µM), inactives show top-dose activity change, negative = inhibition, most hits filed as inhibitors; 1.6% of 410,000 active; further: on the % scale 0 is the no-effect control and ±100 the full control effect; nearly all actives have a fitted effect of over 55% in size
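qHTS in 1536-well format: reporter HEK293 cells expressing constitutive GLP-1R activity in DMEM + 10% Nu serum, 24 hr with compounds at 37 deg C, luminescence read after 12 min with detection reagent.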
TDP-43 yeast inh: TDP-43 toxicity inhibition in yeast | TDP-43 expressing yeast growth rescue, BacTiter-Glo, 24 h | Potency, µM (titrated, usually from 46.1 µM), for the others: at the highest dose growth rescue (activation), usual class: activators | 1.8% of 410,000 active | AID 652104; further: % of control where 0% means no effect; nearly all actives have a fitted effect of over 50% in size
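Cell-based yeast growth screen: TDP-43 expression induced in galactose, inoculum OD600=0.02 after raffinose pregrowth to mid-log. Read-out BacTiter-Glo luminescence at 24 hr, 30 deg C; inhibition of toxicity seen as signal increase.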
KB-3-1 cytotox: KB-3-1 parental cell cytotoxicity; KB-3-1 viability, CellTiter-Glo ATP luminescence, 72 h; 1.4% of 400,000 active; AID 1347075; Potency, µM (top dose mostly 46.1 µM), inactives show at the highest dose activity change, negative = cytotoxic, usual class: cytotoxic; further: on the % scale 0 is the no-effect control and ±100 the full control effect; nearly all actives have a fitted effect of over 60% in size
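Multi-concentration cytotoxicity screen in KB-3-1 cells grown in DMEM lacking phenol red with 10% FBS. After 72 h at 37 °C with compound, ATP-dependent luminescence was recorded.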
Numbers without * were called inactive; ? = inconclusive; . = not tested or not shown; [ ] = dose if it differs, or a comment. The call rests on the fitted dose curve; in most records, active means well fitted curve in the direction sought with a large enough effect; inconclusive means small, poorly fitted or top-dose-only effect, or another doubt; inactive means no such curve, though single readings can be large; an effect the other way counts as inactive or inconclusive. Potency means the concentration at half of the fitted maximal effect.

SMILES | HT1080-NT tox | GLP-1R agonist | GLP1R cytotox | HT1080 IDH1KD tx | KB-V1 MDR tox | SW480 rereplic | GLP-1R inv ag | TDP-43 yeast inh | KB-3-1 cytotox
CCN(CC(=O)Nc1c(F)cccc1F)C(=O)CCCNC(=O)c1ccc(Cl)cc1 | 6% | -14% | -4% | 3% | -24% | -5% | 10% | -10% | 25%
COc1ccc(/C=C2/NC(=O)CNC2=O)cc1 | 1% | 0% | 0% | 6% | ? | -9% | -6% | 10% | 0%
O=c1ncn(-c2ccccc2F)c2ncccc12 | -3% | -3% | 0% | 5% | 11% | -2% | 19% | -3% | 12%
COc1cc(C2C(C#N)=C(N)Oc3c2c(-c2ccccc2)nn3-c2ccccc2)cc(OC)c1OC (stereo not drawn) | -12% | -2% | -25% | -9% | -12% | -2% | 22% | 11% | 0%
Fc1ccc(-n2ncc3c(N4CCCCCC4)ncnc32)cc1 | . | . | 6% | . | ? | . | ? | 16% | 1%
CC1=C(C(=O)N2CCOCC2)C(c2ccccc2F)NC(=O)N1 (stereo not drawn) | 8% | 7% | 15% | 13% | 10% | -14% | 7% | 8% | -1%
CCOC(=O)c1oc2c(CN3CCCCC3C)c(O)ccc2c(=O)c1-c1ccc(OC)c(OC)c1 (stereo not drawn) | -3% | 8% | 3% | 4% | -28% | 0% | 1% | -14% | 1%
CN(C)C=NC(=O)c1cc(C(=O)c2ccc(Cl)cc2)c[nH]1 | -3% | 0% | 32%[activator] | -17% | -17% | 40% | 0% | -13% | 16%
O=C(CCn1nnc(-c2cccs2)n1)NC1CCCCC1 | 14% | -1% | 14% | -2% | -15% | -8% | -5% | 29% | -7%
CCOC(=O)C1(CC2CCCCO2)CCN(Cc2cc(F)ccc2-n2cccn2)CC1 (stereo not drawn) | 1% | 15% | 7% | -2% | -22% | -7% | ? | -13%[9.22 µM] | -4%
O=C(C1CCC1)N1CCN(S(=O)(=O)c2ccc(F)cc2)CC1 | 0% | -1% | -3% | 3% | ? | 1% | 3% | -23% | 25%
CCOC(=O)c1c(C)[nH]c(C(=O)OCC(=O)Nc2ccccc2)c1C | 2% | -7% | 6% | -1% | -17% | -3% | -5% | 5% | -21%
COC(=O)c1sccc1NC(=O)Nc1ccccc1Cl | 17% | -4% | 0% | 9% | 0% | -4% | 5% | 11µM* | -9%
O=C(CN1C(=O)/C(=C/c2ccccc2)SC1=S)NC1C=CS(=O)(=O)C1 (stereo not drawn) | -6% | 1% | -16% | -3% | ? | -6% | 40%[activator] | -8% | 7%
COc1ccccc1NC(=O)CN1C(=O)NC(CC(C)C)C1=O (stereo not drawn) | 2% | 0% | -22% | 1% | -14% | 0% | 6% | 1% | -4%
CN1C(=O)c2ccc(NC(=S)NC(=O)C(C)(C)C)cc2C1=O | 8% | 1% | -1% | 17% | ? | -5% | 15% | ? | 17%
CCN(CC(=O)Nc1c(F)cccc1F)C(=O)CCCOc1ccccc1 | 9% | -5% | 10% | -4% | -22% | -7% | -21% | 14% | -6%
O=C1NC(=O)/C(=C\c2ccccc2OCc2ccccc2)S1 | -13% | 1% | -12% | -25% | -12% | ? | 0% | -6% | -8%
COCCn1c(SCC(=O)Nc2cc(C(C)(C)C)nn2-c2ccccc2)nnc1-c1ccncc1 | 3% | 3% | 1% | -8% | 16µM* | -32%[inhibitor] | 5% | 15% | -6%
C/C(CC(=O)Nc1cc(C)ccn1)=N\NC(=O)c1cccc(F)c1 | -7% | 0% | -13% | -1% | ? | 20% | 4% | -7% | -2%
O=C(O)c1ccc(COc2c(F)c(F)cc(F)c2F)o1 | 3% | 2% | -3% | 1% | -12% | -9% | 0% | 9% | -5%
CCCCN(C(=O)c1cccc2c(=O)c(C)c(-c3ccccc3)oc12)c1ccccc1 | -22% | -6% | -16% | ? | 8% | -4% | 10µM* | 1% | ?
O=C(CCn1cnc2ccccc21)N/N=C/c1ccccc1O | ? | 12% | -39% | ? | 25% | 8.2µM* | ? | 9% | ?
O=C(CSc1nc(O)cc(=O)n1-c1ccccc1)NC1CCCCC1 | -2% | 6% | 12% | -3% | 6% | 6% | 12% | -5% | -11%
O=C(c1ccccn1)N1CC=C(c2ccccc2)CC1 | 10% | 2% | -2% | 23% | 5% | -2% | 23% | -9% | 10%
O=C(COC(=O)C1(c2ccc(Cl)cc2)CCCC1)NCc1ccco1 | -7% | 8% | -9% | -11% | ? | -2% | ? | 25% | -10%
COc1ccc(C(=O)NNC(=O)c2ccccc2[N+](=O)[O-])cc1[N+](=O)[O-] | 6% | 2% | 0% | 10% | -8% | -13% | 48%[activator] | 0%[9.22 µM] | 14%
COc1ccc(OC)c(S(=O)(=O)N2CCC3(CC2)OCCN3S(=O)(=O)c2cccs2)c1 | -4% | 5% | 2% | -10% | ? | 12% | 4% | 10% | 1%
Cc1cc(C)c2nc(Cl)c(CN(Cc3ccco3)C(=O)Nc3ccccc3C)cc2c1 | 5µM* | 27% | ? | 5.6µM* | 0% | ? | ? | -10% | 0%
Cc1cc(C)n(CC(C)Nc2nc3nonc3nc2N2CCCCC2)n1 (stereo not drawn) | 12% | 10% | 8% | 4% | ? | ? | -10% | -2% | 20%
COc1ccc(C(=O)NCCn2ccc3ccccc32)c(OC)c1 | ? | 15% | 8% | ? | ? | -4% | 0% | ? | 4%
COc1cc(Cl)c(S(=O)(=O)N2CCN(Cc3ccc4c(c3)OCO4)CC2)cc1Cl | -5% | 5% | -7% | 0% | 4% | 3% | ? | 7% | 2%
CC(=O)Nc1ccc(NC(=O)CSc2nnnn2C2CCCCC2)cc1 | -8% | -4% | -6% | 0% | -19% | -4% | 26% | -19% | -5%
CC1(C)CC(=O)C2=C(C1)OC1=C(C(=O)CC(C)(C)C1)C2c1cccc([N+](=O)[O-])c1 | 1% | 7% | 5% | 1% | -23% | . | -4% | 10% | -4%
F[B-](F)(F)c1cc2cc(Br)ccc2s1 | -16% | 2% | -22% | -14% | 14% | 17% | -19% | -93%[inhibitor] | -7%
COC(=O)c1c(NC(=O)c2ccc(Cl)c(Cl)c2)sc2c1CCCC2 | . | . | -16% | . | 17% | . | 0% | ? | 10%
Cc1cccnc1NC(=O)c1ccc(OCC2CCCO2)cc1 (stereo not drawn) | 4% | 13% | -3% | 4% | -6% | -8% | 1% | -3% | 7%
CCc1cc2c(cc3c(=O)n(CC(=O)NCCCN4CCCCCC4)nc(CC)n32)s1 | 5% | 2% | 4% | 13% | 0% | -17% | 13% | 5% | 2%
Cc1ccc(/C=N/NC(=O)CN(Cc2ccccc2)S(=O)(=O)c2ccc3c(c2)OCCO3)cc1 | -4% | -2% | 7% | -13% | 5.8µM* | ? | ? | -10% | -3%
CCN1C(=O)N[C@@H](c2ccccc2)[C@H](C(=O)OC)[C@H]1C | 19% | 9% | 20% | 2% | -8% | -7% | 11% | ? | -2%
O=C(Nc1ccc(F)cc1F)c1ccc(S(=O)(=O)NCc2ccco2)cc1 | -1% | 4% | -15% | 0% | ? | -8% | -12% | 12% | 0%
CC(C)(C)C(=O)Nc1nnc(SCc2ccc(F)cc2)s1 | 9% | 13% | 3% | 2% | ? | -15% | ? | 18µM* | -4%
Cc1nn(C)c(C)c1S(=O)(=O)N1CCC(C(=O)NCCC2=CCCCC2)CC1 | -7% | -3% | ? | 1% | ? | 2% | -15% | 6% | -12%
Cc1c(NC(=O)/C(C#N)=C/c2ccc(-c3ccc(Cl)c(Cl)c3)o2)c(=O)n(-c2ccccc2)n1C | 5% | 0% | ? | 19% | -6% | 7% | ? | ? | -7%
O=S(=O)(NCc1nc(-c2ccccc2)no1)c1ccc(F)cc1 | -21% | 3% | -5% | -8% | ? | 1% | -15% | 17% | -25%
CC(C)=CCc1c(O)ccc(C(=O)Cc2ccccc2)c1O | ? | -10% | ? | ? | -3% | 4% | ? | -93%[inhibitor] | -17%
Cc1ccc(C(=O)OCCn2cc(C#N)c(=O)[nH]c2=O)cc1 | -3% | 0% | 2% | -8% | -7% | -1% | -3% | -15%[9.22 µM] | -19%
CCCCN(CC)CCCNC(=O)CS(=O)(=O)Cc1nc(-c2cccc(OC)c2)oc1C | -7% | 6% | -23% | -8% | 10% | -15% | 0% | 8% | -13%
CC(=O)Nc1nc2c(s1)C(=O)NCC(C)(C)C2 | -4% | -1% | 3% | 8% | ? | -5% | 3% | 4% | 3%
COc1ccc(OCCC(=O)Nc2cc(C)on2)cc1 | 16% | 7% | 4% | 11% | -6% | -1% | 1% | 1% | -1%
Cc1[nH]cc(Br)c(=O)c1Oc1ncc(C(F)(F)F)cc1Cl | 10% | 3% | -19% | -2% | 19% | -13% | -4% | -12%[0.397 µM] | 0%
Cc1ccc(S(=O)(=O)N2CCN(C(=O)CCC(=O)Nc3ccc(F)cc3F)CC2)cc1 | 11%[9.24 µM] | -2% | -2% | 13% | ? | ? | -3% | 8% | -7%
COc1ccccc1Nc1n[nH]c(=S)s1 | 10% | 1% | 4% | -10% | 1% | -3% | 18% | 0% | -5%

Single records, as listed above.
`Fc1ccc(-n2ncc3c(N4CCCCCC4)ncnc32)cc1` in the list: HT1080-NT tox = .; GLP-1R agonist = .; GLP1R cytotox = 6%; HT1080 IDH1KD tx = .; KB-V1 MDR tox = ?; SW480 rereplic = .; GLP-1R inv ag = ?; TDP-43 yeast inh = 16%; KB-3-1 cytotox = 1%
`COc1cc(Cl)c(S(=O)(=O)N2CCN(Cc3ccc4c(c3)OCO4)CC2)cc1Cl` in the list: HT1080-NT tox = -5%; GLP-1R agonist = 5%; GLP1R cytotox = -7%; HT1080 IDH1KD tx = 0%; KB-V1 MDR tox = 4%; SW480 rereplic = 3%; GLP-1R inv ag = ?; TDP-43 yeast inh = 7%; KB-3-1 cytotox = 2%

Rows are unselected; 9.4% or so of the library scored in one or more.
